# Lamin A splicing: changes lamin A minigene splicing in HeLa cells. Potency, µM (doses to about 46.1 µM), for inactives: at the highest dose ratio change, negative = inhibition, actives largely listed as inhibitors. AID 1487. 200,000 tested, 0.01% active. HeLa LMNA splicing GFP/RFP minigene ratio, 48 h; active = well fitted inhibition curve with a large enough effect in the signal ratio, with a control signal flat, not every such curve was filed as active; inconclusive = small, poorly fitted or top-dose-only effect, or effect the other way, or a change in a side signal; the % refers to the signal ratio; note: potency is the fitted concentration of half-maximal effect; % is set by controls: 0 for no effect and ±100 for the full control effect
#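 Read-out is the ratio of GFP to DsRed2 object intensity, acquired by 488 nm laser-scanning cytometry on HeLa lamin A-EGFP minigene reporter cells. Compound incubation 48 hrs at 37 °C in Opti-MEM with 2% FBS; DMSO 0.5% final.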
# NPSR antagonist: blocks cAMP signaling of the human neuropeptide S receptor; 220,000 tested, 1% active; CHO-NPSR cells, cAMP TR-FRET, antagonist mode; Q6W5P4; Potency, µM (top dose mostly 38.3 µM), for the others: at the top dose activity change, negative = inhibition, usual class: inhibitors; AID 1461; note: potency is the fitted concentration of half-maximal effect; % is set by controls: 0 for no effect and ±100 for the full control effect; nearly all actives have a fitted effect of over 50% in size; many of its hits are not listed in these tables
# CBFb RUNX1 block: blocks binding between human CBF-beta and RUNX1. Q01196+Q13951. AID 1477. AlphaScreen CBFb-His/RUNX1-biotin binding, biochemical. Potency, µM (titrated, usually from 59.8 µM), for inactives: at the top dose activity, negative = inhibition, actives largely listed as inhibitors. 230,000 tested, under 10 active; note: % of control where 0% means no effect
# Target sequence (Q01196 whole entry, looked up): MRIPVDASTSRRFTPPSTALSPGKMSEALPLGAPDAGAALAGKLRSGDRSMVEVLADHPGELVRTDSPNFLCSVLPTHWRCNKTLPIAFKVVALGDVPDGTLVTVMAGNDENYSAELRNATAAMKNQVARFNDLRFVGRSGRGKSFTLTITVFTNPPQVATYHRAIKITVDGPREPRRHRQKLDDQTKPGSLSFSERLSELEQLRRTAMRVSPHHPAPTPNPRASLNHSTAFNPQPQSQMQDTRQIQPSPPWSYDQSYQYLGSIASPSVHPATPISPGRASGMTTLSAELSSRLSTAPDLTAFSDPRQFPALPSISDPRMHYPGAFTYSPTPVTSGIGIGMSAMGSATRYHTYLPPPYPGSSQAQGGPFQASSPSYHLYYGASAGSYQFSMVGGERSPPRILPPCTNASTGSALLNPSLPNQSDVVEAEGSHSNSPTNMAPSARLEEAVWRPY
# Target sequence (Q13951 whole entry, looked up): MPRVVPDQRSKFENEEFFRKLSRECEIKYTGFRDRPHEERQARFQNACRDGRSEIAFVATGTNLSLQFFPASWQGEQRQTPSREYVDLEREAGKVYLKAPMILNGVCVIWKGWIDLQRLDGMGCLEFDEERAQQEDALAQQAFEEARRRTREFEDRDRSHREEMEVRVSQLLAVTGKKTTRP
#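 Compounds were screened at multiple concentrations against a preformed CBF-beta(His)/RUNX1(biotin) complex (30 nM of each) for 15 min at room temperature, followed by 90 min with nickel and streptavidin beads and AlphaScreen reading.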
# GLA spleen mod: alpha-galactosidase A (human) modulation. Potency, µM (doses to about 80 µM), without a hit: at the top dose activity change, negative = inhibition, hits mostly inhibitors. P06280. 240,000 tested, 0.008% active. human spleen homogenate, 4MU-alpha-Gal fluorescence, 40 min. AID 2107;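 note: potency is the fitted concentration of half-maximal effect; 0% = enzyme with vehicle and -100% = no enzyme basal signal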
# Target sequence (P06280 32-429 limits assumed): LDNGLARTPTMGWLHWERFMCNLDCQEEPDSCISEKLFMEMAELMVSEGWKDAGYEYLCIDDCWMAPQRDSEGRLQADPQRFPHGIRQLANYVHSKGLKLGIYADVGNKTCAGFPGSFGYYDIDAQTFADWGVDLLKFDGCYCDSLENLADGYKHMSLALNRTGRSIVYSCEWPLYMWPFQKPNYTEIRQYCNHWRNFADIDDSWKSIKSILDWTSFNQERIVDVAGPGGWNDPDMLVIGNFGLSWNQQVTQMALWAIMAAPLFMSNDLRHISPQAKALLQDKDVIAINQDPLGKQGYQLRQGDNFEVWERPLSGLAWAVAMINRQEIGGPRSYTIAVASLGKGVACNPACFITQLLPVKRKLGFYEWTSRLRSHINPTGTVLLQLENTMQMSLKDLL
#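 Human spleen homogenate (1 ug) was the enzyme source, with 4-methylumbelliferyl-alpha-D-galactopyranoside (1 mM final) in pH 5.0 citrate buffer with 0.01% Tween-20. Compounds were titrated; after 40 min at 37C, NaOH/glycine stop, 4-MU fluorescence read; AC50 from Hill fits.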
# KinaseGlo FLuc: blocks Kinase-Glo luciferase, a counter-screen artifact | Q27757 | Kinase-Glo luciferase, ATP luminescence, 8 min | Potency, µM (titrated, usually from 38.3 µM), for the others: at the highest dose activity change, negative = inhibition, hits mostly inhibitors | 200,000 tested, 0.28% active; note: potency is the fitted concentration of half-maximal effect; % is set by controls: 0 for no effect and ±100 for the full control effect; nearly all actives have a fitted effect of over 60% in size
#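 Luminescence was the read-out, taken after 8-minute incubation at ambient temperature. Luciferase turned over luciferin with 10 uM ATP in imidazole pH 7.2 buffer containing KCl, MgCl2, Tween 20 and BSA.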
# Epigenetic reg: epigenetic control regulation, reporter derepression; murine LDR cells, GFP reporter derepression, 30 h; 280,000 tested, 0.2% active; Potency, µM (top dose mostly 53.9 µM), without a hit: at the top dose GFP activation, actives largely listed as activators; note: potency is the fitted concentration of half-maximal effect; % of control where 0% means no effect; nearly all actives have a fitted effect of over 60% in size
#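 Murine LDR cells bearing a silenced CMV-driven GFP reporter were exposed to compound for 30 h at 37 C. After PBS washes, GFP-positive cells (20-120 um objects) counted by laser-scanning microplate cytometry.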
# IMPase Li inh: membrane-permeable IMPase blocker, potentiated with lithium. CHO-M1 cells, IP1 TR-FRET (IP-One), carbachol + lithium. Potency, µM (series often up to 59.4 µM), for inactives: top-dose activity, negative = IMPase inhibition, most hits filed as inhibitors. 210,000 tested, 0.35% active. AID 1457;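 note: IP1 builds up when IMPase is blocked and the TR-FRET signal falls; potency is the fitted concentration of half-maximal effect; plate controls were basal vehicle for no effect and high inhibitor control for full effect; nearly all actives have a fitted effect of over 50% in size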
#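 Test compounds were applied to CHO-M1 cells previously cultured for 16–30 h at 2000 per well. A small lithium amount accompanied them; after 30 min at 37C, IP1 was quantified by TR-FRET.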
# Active calls of the source: *; ? = inconclusive; . = no result given; & = joins results of further samples; [ ] = another dose, or the depositor's remark. Unless noted, calls come from the whole dose curve; as a rule, active = well fitted curve in the direction sought with a large enough effect; inconclusive = small, poorly fitted or top-dose-only effect, or another doubt; inactive = no such curve, though single readings can be large; an effect the other way counts as inactive or inconclusive. Not all compounds are listed (hit frequency here may not be typical).
SMILES,Lamin A splicing,NPSR antagonist,CBFb RUNX1 block,GLA spleen mod,KinaseGlo FLuc,Epigenetic reg,IMPase Li inh
COc1ccccc1C1c2c(C)nn(-c3ccccc3)c2NC(=O)C1NC(=O)c1ccccc1 (stereo not given),3.0%,-5.4%,6.2%,-4.8%,-26.1%,0.0%,14.5%
COc1cc(/C=N/Nc2nc3ccccc3[nH]2)cc(Br)c1OCC(=O)N(C)C,?,-23.0%,-5.1%,0.8%,-1.1%,-1.1%,-1.2%
Nc1ncc(-c2ccccc2)c(-c2ccc(OCc3ccccc3)cc2O)n1,.,?,-17.4%,-2.2%,.,4.6%,.
CCC(C(=O)O)N1C(=O)c2ccccc2C1=O (stereo not given),-4.5%,-12.2%[46.1 µM],-7.2%,-0.5%,4.4%,-0.9%,-3.0%
CCCC(=O)Nc1ccc2nc(SCC(=O)Nc3ccc(N4CCOCC4)c(Cl)c3)sc2c1,?,-25.1%[46.1 µM],0.5%,0.7%,-1.2%,1.4%,16.3%[38.3 µM]
Cc1nc(-c2cccc(NS(=O)(=O)c3cccc4ccccc34)c2)cs1,-24.9%,-4.2%[46.1 µM],-1.2%,4.9%,-2.3%,-1.0%,37.5%[activator][38.3 µM]
Cc1cc(C(=O)N/N=C/c2ccc(C)o2)c2ccccc2n1,?,18.5%,1.8%,-8.1%,-6.4%,-1.8%,-1.3%
Cc1cc(OCC(=O)N(C)c2ccccc2)cc2c1C(=O)CC(C)(C)O2,.,-0.8%,4.2%,-1.4%,.,-0.2%,.
NC(=O)C1CCN(C(=O)c2ccc(Oc3cc(Cl)cc(Cl)c3)o2)CC1,.,13.2%,-0.1%,9.1%,.,1.1%,.
CC(C)(C)N(NC(=O)Nc1ccccc1)C(=O)c1ccccc1,-2.1%,10.7%,8.7%,-5.5%,0.6%,-0.3%,-2.9%
O=C(CN(c1ccccn1)S(=O)(=O)c1ccccc1)Nc1ccccc1,13.7%[46 µM],0.4%,-8.4%,2.9%,2.6%,-1.5%,1.1%
O=C(c1cnsn1)N1CCC(CO)(Cc2ccc(Cl)cc2)CC1,.,59.1%,0.8%,2.3%,1.5%,1.1%,3.9%
O=C(CSc1nnc(CNC(=O)c2c(F)cccc2Cl)o1)c1ccccc1,-3.4%,2.8%[46.1 µM],14.3%,3.5%,-1.7%,-1.0%,-1.8%
CCCn1nnc(NC(=O)c2ccc(OCC)c(Cl)c2)n1,-10.5%,1.7%[46.1 µM],1.2%,-10.2%,0.1%,-1.0%,19.8%[38.3 µM]
CC1CN(Cc2nc3c(c(=O)n(C)c(=O)n3C)n2CCN2CCOCC2)CC(C)O1 (stereo not given),0.6%,9.8%[46.1 µM],-1.3%,-3.2%,0.6%,0.4%,4.7%[38.3 µM]
Cc1cccc(-n2c(-c3csc4ccccc34)n[nH]c2=S)c1,15.5%,-15.0%,-6.8%,3.1%,-2.7%,-1.0%,-1.5%
Nc1c(C(=O)NCc2cccs2)nnn1CC(=O)Nc1cccc(Cl)c1,-5.6%[46 µM],9.6%,1.3%,4.1%,1.8%,-0.6%,0.3%
COc1ccc(/C=C(\C#N)C(=O)NCc2cccs2)cc1OC,-12.7%,1.4%,4.4%,28.6%,0.6%,1.0%,3.5%
O=C(NC1CCS(=O)(=O)C1)/C(=C\c1ccccc1)NC(=O)c1ccccc1 (stereo not given),-3.8%,13.4%,1.6%,9.4%,0.1%,-1.0%,-0.9%
CC(C)(C)NC(=O)CSc1nnc(Cc2ccccc2)n1CC1CCCO1 (stereo not given),11.2%[46 µM],13.0%,-3.9%,3.1%,1.2%,-1.4%,13.2%
N[C@@H](C(=O)O)[C@H](CC(=O)O)c1ccc(Cl)cc1,.,.,5.5%[21.7 µM],-2.5%,2.3%,-2.7%,3.0%
CCOC(=O)C1=C(C)N=C2SC(C)C(=O)N2C1c1ccc(OC(C)=O)c(OC)c1 (stereo not given),-3.0%,-10.0%[46.1 µM],5.0%,-12.7%,0.0%,0.1%,6.3%
Fc1ccc(CNc2ncnc3c2cnn3-c2ccccc2)cc1,6.0%,-22.9%[46.1 µM],7.6%,5.7%,-2.6%,0.0%,-5.3%[38.3 µM]
CCc1cccc2c(C(=O)COC(=O)c3ccccc3)c[nH]c12,-15.5%,-6.5%,2.8%,-2.3%,0.7%,1.0%,-4.3%
CCOC(=O)C1CCCN(C(=O)CS(=O)(=O)Cc2ccccc2)C1 (stereo not given),-3.6%,-3.9%[46.1 µM],-0.5%,4.9%,6.6%,0.0%,13.7%[38.3 µM]

# In a second layout: entries from further up
Structure	Lamin A splicing	NPSR antagonist	CBFb RUNX1 block	GLA spleen mod	KinaseGlo FLuc	Epigenetic reg	IMPase Li inh
CC(C)(C)NC(=O)CSc1nnc(Cc2ccccc2)n1CC1CCCO1 (stereo not given)	11.2%[46 µM]	13.0%	-3.9%	3.1%	1.2%	-1.4%	13.2%
N[C@@H](C(=O)O)[C@H](CC(=O)O)c1ccc(Cl)cc1	.	.	5.5%[21.7 µM]	-2.5%	2.3%	-2.7%	3.0%
CCOC(=O)C1=C(C)N=C2SC(C)C(=O)N2C1c1ccc(OC(C)=O)c(OC)c1 (stereo not given)	-3.0%	-10.0%[46.1 µM]	5.0%	-12.7%	0.0%	0.1%	6.3%
Fc1ccc(CNc2ncnc3c2cnn3-c2ccccc2)cc1	6.0%	-22.9%[46.1 µM]	7.6%	5.7%	-2.6%	0.0%	-5.3%[38.3 µM]

# Further entries:
SMILES,Lamin A splicing,NPSR antagonist,CBFb RUNX1 block,GLA spleen mod,KinaseGlo FLuc,Epigenetic reg,IMPase Li inh
CCS(=O)(=O)N1CCC[C@H]2CN3CCc4cc(OC)ccc4[C@@H]3C[C@@H]21,.,.,14.7%,5.7%&-2.9%,1.2%,0.0%&-2.4%,-0.5%&19.6%
CCc1nc2ccc(F)cc2c(C(=O)NC2CCCCC2C)c1C (stereo not given),-1.3%,-19.3%[46.1 µM],10.5%,-3.4%,0.6%,-0.9%,2.3%
CCOc1ccc2oc(-c3ccccc3)c(C(=O)N3CCN(CCO)CC3)c2c1,-2.3%,-1.8%[46.1 µM],7.7%,0.9%,-2.2%,0.0%,-10.1%[38.3 µM]
CCO,.,.,1.3%[21.7 µM],1.3%,.,.,14.0%
CC(OC(=O)C1CC1)C(=O)Nc1ccc([N+](=O)[O-])cc1Cl (stereo not given),.,8.6%,5.7%,-5.1%,-2.6%,0.6%,0.4%
CC(=O)c1ccc2c(c1)C1C=CCC1C(C(=O)O)N2 (stereo not given),.,-8.0%,4.0%,-18.1%,-9.1%,2.7%,12.5%
Cc1ccc(-c2cn(-c3ccc(OC(F)F)cc3)c3[n+]2CCCCC3)cc1,.,-2.5%,0.5%,-3.3%,.,-1.2%,.
O=C(/C(=C(\[O-])c1ccccc1)[n+]1ccc2ccccc2c1)c1ccccc1,-9.4%,-2.6%,-0.2%,-0.1%,-0.7%,1.0%,0.8%
N=c1sccn1CC(=O)NC(=O)NC1CCCC1,-6.3%,12.1%,9.1%,-4.9%,-0.6%,-3.2%,7.5%
CC(=O)Nc1cccc(C(=O)N/N=C/c2cccnc2)c1,-18.2%[46 µM],-1.4%,-3.7%,-0.1%,-5.0%,1.1%,-1.4%
CCn1c2ccc(F)cc2c2nnc(NN)nc21,-11.8%,3.8%,4.4%,-1.7%,1.2%,-1.0%,13.4%
Cc1[nH]nc2c1C(c1ccc3c(c1)OCO3)C(C#N)=C(N)O2 (stereo not given),10.0%,-5.0%[46.1 µM],14.7%,-1.6%,-0.7%,-0.8%,-17.1%[38.3 µM]
CN1/C(=C\C(=O)COC(=O)CN2C(=O)C3CC=CCC3C2=O)C(C)(C)c2ccccc21 (stereo not given),?,-9.4%[46.1 µM],-1.7%,1.0%,-4.5%,-3.9%,6.9%[38.3 µM]
CCC(=O)N=c1sc2ccccc2n1-c1ccccc1,.,-5.4%,-0.2%,-1.3%,-4.3%,0.0%,-8.9%
O=C(CCn1c(=O)[nH]c2ccsc2c1=O)NCc1ccc(F)cc1,13.6%[46 µM],5.5%,-27.6%,-1.4%,-0.5%,-1.5%,?
Cc1c(N2C(=O)CSC23C(=O)Nc2ccccc23)c(=O)n(-c2ccccc2)n1C (stereo not given),1.3%,2.5%[46.1 µM],5.0%,13.5%,1.0%,3.4%,18.0%[38.3 µM]
O=C(CN1CCCCC1)NCCNc1ccc(C(F)(F)F)cc1[N+](=O)[O-],-5.8%,4.5%,-21.4%,2.6%,-4.1%,-3.0%,13.5%
CCn1c(-c2ccsc2)nc2c1c(=O)[nH]c(=O)n2Cc1ccccc1,3.5%,?,6.4%,5.2%,13.6%,0.8%,-3.8%[38.3 µM]
COc1ccc(C2C(C#N)=C(C)NC3=C2C(=O)CC(C)(C)C3)cc1 (stereo not given),0.6%,-4.3%[46.1 µM],4.5%,?,5.5%,2.9%,-5.6%[38.3 µM]
CSc1cnc2c(=O)n(C)c(=O)[nH]c2n1,3.1%,4.5%,-3.2%,?,24.6%,0.0%,-7.4%
COc1ccc(C(=O)N2CCC3(CCCN(c4ccccc4)C3)CC2)cc1,.,.,.,0.2%,-2.6%,.,19.3%
CCOC(=O)C1CCCN(c2c(NCCc3ccccc3)c(=O)c2=O)C1 (stereo not given),.,7.6%,5.8%,-12.0%,.,0.1%,.
Cc1cc(C)c2oc(-c3ccc(C)c(NC(=S)NC(=O)c4cccs4)c3)nc2c1,-0.2%,-1.2%[46.1 µM],4.7%,10.1%,-7.1%,?,-11.3%[38.3 µM]
CC1COc2ccccc2N1C(=O)c1ccc(Cl)nc1 (stereo not given),.,8.0%,4.0%,10.0%,3.6%,-1.4%,-6.4%
CCC(=O)OCC(=O)[C@@]1(OC(=O)CC)[C@@H](C)C[C@H]2[C@@H]3CCC4=CC(=O)C=C[C@]4(C)[C@@]3(F)[C@@H](O)C[C@@]21C,.,.,-9.0%,-5.7%,3.3%[39.9 µM],-0.1%,2.0%
CN1N=C(C(F)(F)F)CC1=O,-6.7%[9.22 µM],13.6%,-15.2%,4.9%,-1.4%,-0.4%,-3.4%
O=C(NCc1nc(-c2ccccc2)no1)Nc1ccc(F)cc1,-1.3%[46 µM],-3.7%,4.1%,1.1%,1.6%,-0.6%,-2.5%
Cc1nn(C)cc1C(C(=O)NC1CCCCC1)N(Cc1ccc(F)cc1)C(=O)c1cnccn1 (stereo not given),.,0.4%,5.0%,-0.5%,2.7%,-7.8%,3.5%
Cc1ccc2cc(C)c3nnc(SCc4ccc(C(=O)O)cc4)n3c2c1C,.,-11.4%,4.9%,3.5%,.,-1.7%,.

# High-throughput results from PubChem.
